PLK1 PBD block = inhibitors of human PLK1 polo-box domain binding. P53350. Plk1 PBD binding of FITC phosphopeptide, fluorescence polarization. Potency, µM, for the others: max response, negative = inhibition, most hits filed as inhibitors. 2.8% of 360,000 active. AID 720504; also: potency is read from the fitted curve at half-maximal effect; series mostly up to about 57 µM; % is scaled to controls: 0 for no effect and ±100 for the full control effect; nearly all actives have a fitted effect of over 65% in size
Target sequence (P53350 whole entry, looked up, the tested form may be a part): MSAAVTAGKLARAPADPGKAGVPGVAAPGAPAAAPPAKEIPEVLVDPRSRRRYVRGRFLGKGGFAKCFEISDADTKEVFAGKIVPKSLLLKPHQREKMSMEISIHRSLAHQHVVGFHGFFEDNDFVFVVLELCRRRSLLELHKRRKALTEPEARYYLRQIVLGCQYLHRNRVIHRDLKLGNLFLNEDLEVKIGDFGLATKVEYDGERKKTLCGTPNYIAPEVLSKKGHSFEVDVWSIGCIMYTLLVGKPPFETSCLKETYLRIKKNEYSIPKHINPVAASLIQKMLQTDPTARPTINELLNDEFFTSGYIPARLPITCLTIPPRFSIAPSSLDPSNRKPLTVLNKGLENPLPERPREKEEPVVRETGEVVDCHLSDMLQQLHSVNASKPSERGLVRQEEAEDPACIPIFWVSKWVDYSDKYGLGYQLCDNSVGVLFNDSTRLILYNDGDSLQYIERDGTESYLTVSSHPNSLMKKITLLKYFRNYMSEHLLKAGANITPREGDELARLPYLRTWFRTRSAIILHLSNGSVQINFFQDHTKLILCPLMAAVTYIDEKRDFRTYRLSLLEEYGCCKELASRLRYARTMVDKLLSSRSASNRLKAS
FUS suppressor = FUS proteinopathy suppression in yeast; S. cerevisiae FUS-expressing, growth rescue, OD600, 24 h; Potency, µM (highest dose often 76.6 µM), for inactives: top-dose growth rescue (activation), most hits filed as activators; 0.24% of 390,000 active; AID 1347120;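 also: potency is read from the fitted curve at half-maximal effect; plate controls were DMSO vehicle for no effect and reference control for full effect; nearly all actives have a fitted effect of over 55% in size; some results filed as inactive show a strong effect at the top dose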
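Restored growth of FUS-toxic S. cerevisiae, read as 600 nm absorbance after 24 h at 30C in galactose medium (starting OD 0.005). Controls CP55940 and DMSO.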
PI5P4K alpha inh = inhibitors of human PI5P4K alpha | P48426 | PI5P4Kalpha enzyme, ADP-Glo luminescence, 60 min; hits give low values | max response, % | 1.2% of 330,000 active | AID 652105; active = max response of -50% or lower; inconclusive = between -30% and -50%; inactive = -30% or higher; also: value at the top dose of about 77 µM; % is scaled to controls: 0 for no effect and ±100 for the full control effect
Target sequence (P48426 whole entry, looked up): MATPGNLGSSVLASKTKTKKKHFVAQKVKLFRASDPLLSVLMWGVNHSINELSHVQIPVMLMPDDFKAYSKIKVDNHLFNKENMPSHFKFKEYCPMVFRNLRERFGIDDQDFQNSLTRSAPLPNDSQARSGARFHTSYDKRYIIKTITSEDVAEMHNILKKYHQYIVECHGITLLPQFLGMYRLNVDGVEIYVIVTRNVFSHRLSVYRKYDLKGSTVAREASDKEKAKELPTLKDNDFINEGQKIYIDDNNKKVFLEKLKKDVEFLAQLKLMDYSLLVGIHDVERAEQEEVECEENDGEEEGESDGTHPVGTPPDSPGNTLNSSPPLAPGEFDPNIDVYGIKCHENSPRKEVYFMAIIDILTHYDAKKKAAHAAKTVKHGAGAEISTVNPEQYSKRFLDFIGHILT
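Luminescence from ADP-Glo served as readout of PI5P4Kalpha activity in a qHTS format. Reaction: enzyme, substrate, compound, ATP at 5 microM final, 60 min at RT.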
WRN helicase inh = WRN helicase (human) inhibition. Q14191. WRN helicase unwinding, fluorescent forked duplex, kinetic. Potency, µM (doses to about 114 µM), for inactives: at the top dose activity change, negative = inhibition, hits mostly inhibitors. 0.46% of 360,000 active. AID 651768; also: potency is read from the fitted curve at half-maximal effect; % is scaled to controls: 0 for no effect and ±100 for the full control effect; nearly all actives have a fitted effect of over 55% in size
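Screening of the MLSMR collection measured strand separation of a quenched forked DNA duplex (100 nM) by 20 nM WRN with 2 mM ATP, all final. Compounds were preincubated with enzyme 15 min at room temperature.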
EPAC1 antagonist = blocks human EPAC1 exchange factor; O95398; AID 720709; EPAC1 GEF assay, Rap1b-BODIPY-GDP exchange fluorescence; Potency, µM (series often up to 115 µM), inactives show at the highest dose activity change, negative = inhibition, hits mostly inhibitors; 0.14% of 360,000 active;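 also: potency is read from the fitted curve at half-maximal effect; plate controls were vehicle for no effect and positive control for full effect; nearly all actives have a fitted effect of over 50% in size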
EPAC1 agonist = agonists of human EPAC1 | O95398 | EPAC1 agonist qHTS, biochemical assay; response scale: 100% = response to 6.5 mM cAMP | Potency, µM (doses to about 154 µM), without a hit: top-dose activation, actives largely listed as activators | 0.073% of 360,000 active; also: potency is read from the fitted curve at half-maximal effect; nearly all actives have a fitted effect of over 60% in size
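Normalized to 6.5 mM cAMP, activity reflects EPAC1-catalysed release of BODIPY-GDP from Rap1B, followed kinetically over 30 min at 480 nm excitation, 540 nm emission. Reaction contained 100 nM EPAC1, 250 nM Rap1B-BODIPY-GDP, 50 uM GDP.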
IL2 activator = activates IL-2 in a cell-based reporter assay; IL-2 activation reporter assay, cell-based qHTS; stimulated with anti-CD3/CD4/CD28 beads; in transgenic mouse T cells; activation, % (series mostly up to about 46 µM); 0.065% of 360,000 active; AID 652025; in the data active = activation above about 50%; inconclusive = mostly about 30% to 49%; also: 0% is about no effect
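Using fluorescent plate cytometry, EGFP and DsRed are detected in transgenic mouse T cells stimulated 18 h at 37 degrees C with antibody-coated beads after 60 min compound pretreatment.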
Abeta yeast res = A-beta toxicity reversal in yeast. yeast expressing A-beta42, growth rescue, OD600, 48 h; response scale: 0% DMSO, 100% iron-clioquinol control. Potency, µM (highest dose often 46.1 µM), without a hit: at the highest dose growth rescue, actives largely listed as activators. 0.063% of 410,000 active; also: potency is read from the fitted curve at half-maximal effect; nearly all actives have a fitted effect of over 55% in size
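Yeast growth medium received pinned compounds, then yeast cells expressing toxic A-beta were added; plates incubated at 30 C for 48 hr. Growth read as absorbance at 600 nm, normalized to DMSO and equimolar FeCl3 plus clioquinol controls.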
* marks the source's active call; other numbers are inactive results; ? = inconclusive; . = not tested or not shown; [ ] = remark or other dose. Unless noted, calls follow the shape of the dose curve; as a rule, active = well fitted curve in the direction sought with a large enough effect; inconclusive = small, poorly fitted or top-dose-only effect, or another doubt; inactive = no such curve, though single readings can be large; an effect the other way counts as inactive or inconclusive.

SMILES	PLK1 PBD block	FUS suppressor	PI5P4K alpha inh	WRN helicase inh	EPAC1 antagonist	EPAC1 agonist	IL2 activator	Abeta yeast res
Cc1ccc(CSCC2Nc3ccc(C(=O)N4CCN(c5ccc(F)cc5)CC4)cc3NC2=O)cc1 (centres undefined)	8.4µM*	?	?	-1%	1%	-19%	-1.7	-12%
CC(OC(=O)CNS(=O)(=O)c1ccc(C#N)cc1)C(=O)Nc1ccc(Cl)cn1 (centres undefined)	1%	-3%	-3	3%	0%	-4%	-4.8	2%
O=C(NC1=NCCS1)c1cc(-c2ccc(-c3ccccc3)cc2)nc2ccccc12	0%	-1%	23	-24%[57.1 µM]	-5%	3%	2.5	-33%[inhibitor]
CCOC(=O)n1c(=O)oc2ccc(Cl)cc21	-13%	15%	0	-11%	1%	4%	-0.6	-16%
C#CCOCCOCCOCCNc1nc(N2CCN(C(=O)[C@H](CC(N)=O)n3cc([C@@H](N)CC(N)=O)nn3)CC2)nc(N2CCN(C(=O)[C@H](CC(N)=O)n3cc([C@@H](N)CC(N)=O)nn3)CC2)n1	-4%	-5%	-19	-6%	-5%	2%	0.2	-6%
COc1cccc(CN2CC(C(=O)NCc3cccc(N4CCCC4)c3)CCC2=O)c1 (centres undefined)	2%	17%	-4	2%	-10%	-5%	-5.0	2%
Cc1ccc(C#CC(C)(O)C(C)(C)C)cn1 (centres undefined)	-1%	-30%	5	-1%	3%	-1%	0.4	5%
COc1ccc(NC(=O)COc2ccccc2)c(OC)c1	-18%	8%	1	12%	-2%	-3%	-1.5	0%
Cc1ccc2c(c1)[C@@H](O)C[C@@H](C)N2N=O	-1%	-4%	-2	-26%[57.1 µM]	20%	-1%	0.0	-19%
CCn1c(C2CC(=O)N(c3cc(C)cc(C)c3)C2)nc2ccccc21 (centres undefined)	-3%	-1%	-1	1%	-10%	-1%	-0.8	9%
COc1ccc(C(=O)NN2CCOCC2)cc1	-1%	20%	3	5%	16%	-3%	0.5	11%
COC(=O)c1ccc2nc(-c3cccc(Br)c3)c(Cc3ccc(OC)cc3C)n2c1	-4%	?	-17	-10%	-12%	2%	-0.2	8%
Cc1ccccc1N1CCN(Cc2cc3c(cc2[N+](=O)[O-])OCO3)CC1	1%	-14%	5	-2%	4%	7%	-0.5	2%
COc1cccc(N2CCN(C3CCCC(C)C3)CC2)c1 (centres undefined)	-4%	22%	.	-2%	3%	0%	-1.8	-11%
Cc1nnc2sc(SCC(=O)N3CCC(C)CC3)nn2c1=O	-7%	-1%	-1	-6%	-14%	-10%	1.0	-2%
O=C1NC(Cc2ccc(O)cc2)c2nc3ccc(Br)cc3c(=O)n2-c2ncccc21 (centres undefined)	-21%	?	-1	-10%	-12%	-15%	-2.1	1%
Cc1nc(C)c(N)c(=O)[nH]1	-15%	1%	8	4%[57.1 µM]	-7%	0%	-0.5	-7%
CC(=O)c1cccc(OCC(=O)N(CCC2=CCCCC2)c2c(N)n(Cc3ccccc3)c(=O)[nH]c2=O)c1	1%	.	2	0%	8%	-18%	-3.7	16%
O=C(NC1CCCCC1)C(c1ccccc1)N(Cc1cccnc1)C(=O)c1csnn1 (centres undefined)	3%	4%	5	6%	8%	-3%	0.9	6%
Oc1c(Br)cc(Cl)cc1C=Nc1ccc(N2CCOCC2)cc1	-19%	33%	-2	?	?	-9%	0.1	-11%
N#Cc1cc2c(=O)n3ccccc3nc2n(Cc2cccnc2)c1=O	-12%	4%	4	-1%	5%	6%	9.1	0%
COc1cc([N+](=O)[O-])cc2sc(NC(C)=O)nc12	-22%	-14%	6	0%	-27%	-3%	-0.2	2%
CCCCN(C=O)c1c(CC)nc2c(OCC(=O)c3ccc(F)cc3)cccn12	-9%	14%	-5	-1%	7%	-1%	-0.3	7%
CCOC12CC(C)(C)CC(C)(CC3=C1C(=O)CC(C)(C)C3)C2 (centres undefined)	-12%	.	1	-14%	-22%	-6%	-0.9	-1%
CC(c1ccccc1)N1C(=O)c2ccccc2C1(O)Cc1ccccc1 (centres undefined)	2%	16%	5	9%	5%	-13%	-0.8	8%
Cc1cc(C)cc(NC(=O)C(Sc2nnc(C)c(=O)[nH]2)c2ccccc2)c1 (centres undefined)	-15%	-30%	1	0%	-14%	-1%	-3.1	8%
CC1CCCC(C)N1C(=O)CN1C(=O)c2ccccc2S1(=O)=O (centres undefined)	-7%	1%	-3	7%	9%	-1%	-0.6	-5%
CCOC(=O)N1CCN(C(=O)CSCC(=O)Nc2nc(-c3ccc(C)cc3)cs2)CC1	-11%	4%	-4	4%	?	-16%	-3.9	-6%
O=C(c1ccc(Cl)cc1)c1cnc(-c2ccc(Cl)cc2)s1	-7%	19%	.	-4%	6%	7%	-1.3	-3%
O=C(COc1ccc2c(-c3ccccc3)cc(=O)oc2c1)N[C@H](Cc1c[nH]c2ccccc12)C(=O)O	-17%	37%	0	-8%	-3%	-6%	0.0	-13%
CCOC(=O)C1=CC[C@H]2c3c(c4ccccc4n3C)C(=O)C1N2C	-1%	-9%	8	8%	11%	6%	0.1	2%
Cc1ccc(NC(=O)c2ccc(CSc3nnnn3C)cc2)cc1	-6%	27%	6	-7%	-4%	-5%	-0.2	3%
C[C@H](CO)N1C[C@H](C)[C@H](CN(C)C(=O)c2ccncc2)OCc2ccccc2-c2c(n(C)c3ccccc23)C1=O	-6%	13%	0	3%	-11%	1%	-2.0	6%
CC1CCN(c2ccccc2NC(=S)NC(=O)c2ccco2)CC1	-7%	.	-1	-4%	-16%	11%	-4.6	8%
CCCCC(=O)NCCNc1nc2c(c(=O)n(C)c(=O)n2C)n1Cc1ccc(F)cc1	-16%	-11%	-5	-1%	-9%	4%	-1.8	-15%
Cc1ccc(OCc2nnc(SCC(=O)O)n2N)cc1	1%	1%	.	-1%	3%	5%	5.0	13%
NC(N)=NS(=O)(=O)c1ccc(NC(=S)NC(=O)/C=C/c2ccc(F)cc2)cc1	-13%	-2%	2	13%	15%	7%	0.9	-1%
NC(=O)c1cc2cc(Cl)ccc2oc1=O	-14%	9%	-5	0%	1%	1%	-2.6	-21%
CN(C)C(=O)COC(=O)c1cccc(S(=O)(=O)N2CC3(C)CC2CC(C)(C)C3)c1 (centres undefined)	-15%	38%	-2	-6%	-12%	-12%	1.0	-9%
O=C(Nc1ccccc1N1CCN(C(=O)c2ccccc2)CC1)c1ccc(Br)o1	-5%	9%	-3	-15%	4%	-5%	-5.4	-31%[inhibitor]
NC(=O)CSc1nnc(-c2cc(-c3cccs3)nc3ccccc23)o1	1%	8%	1	0%	2%	1%	-0.1	3%
Fc1ccccc1Nc1nc(NCc2ccco2)nc(N2CCOCC2)n1	-7%	-2%	3	-15%	-12%	-2%	-2.8	12%
CCOc1ccc(NC(=O)C2CC(=O)N(C(C)C)C2)cc1 (centres undefined)	-9%	1%	1	-1%	-22%	2%	4.5	-5%
CCC(=O)N1CCc2cc(S(=O)(=O)N3CCCCCC3)ccc21	-18%	9%	2	11%	-13%	3%	-1.6	-2%
NS(=O)(=O)c1cc(C(=O)NCC2CCCCC2)ccc1Cl	-12%	16%	4	7%	15%	12%	0.8	-6%
CCc1nc2c(OCc3ccccc3C)cccn2c1N(C)C(=O)CC(C)C	-7%	8%	5	0%	12%	-3%	-0.3	11%
O=C(O)C1CCN(C(=O)c2ccc(S(=O)(=O)N3CCCCCC3)cc2)CC1	-4%	10%	-1	7%	12%	2%	-0.7	4%
O=C(Nc1cccnc1)c1cccc(-c2cc3ccccc3oc2=O)c1	-18%	24%	-1	2%	7%	4%	-3.1	0%

An excerpt from above in order of SMILES length, ascending.
SMILES	PLK1 PBD block	FUS suppressor	PI5P4K alpha inh	WRN helicase inh	EPAC1 antagonist	EPAC1 agonist	IL2 activator	Abeta yeast res
CCOc1ccc(NC(=O)C2CC(=O)N(C(C)C)C2)cc1 (centres undefined)	-9%	1%	1	-1%	-22%	2%	4.5	-5%
Fc1ccccc1Nc1nc(NCc2ccco2)nc(N2CCOCC2)n1	-7%	-2%	3	-15%	-12%	-2%	-2.8	12%
CCC(=O)N1CCc2cc(S(=O)(=O)N3CCCCCC3)ccc21	-18%	9%	2	11%	-13%	3%	-1.6	-2%
O=C(Nc1cccnc1)c1cccc(-c2cc3ccccc3oc2=O)c1	-18%	24%	-1	2%	7%	4%	-3.1	0%

(further entries)
SMILES	PLK1 PBD block	FUS suppressor	PI5P4K alpha inh	WRN helicase inh	EPAC1 antagonist	EPAC1 agonist	IL2 activator	Abeta yeast res
O=C(CN1CCN(C(=O)c2ccccc2)CC1)Nc1ccc(Cl)cc1F	-1%	-11%	4	2%	11%	-7%	-1.6	-10%
Cc1cc(NC(=O)CN2C(=O)S/C(=C\c3ccccc3)C2=O)no1	-14%	.	8	5%	-11%	7%	-2.0	-5%
NC(=O)c1ccccc1OCC(=O)Nc1ccc2c(c1)OCCO2	-7%	42%	-11	-8%	3%	-22%	1.2	0%
O=C(Cn1cnc2ccccc21)c1ccccc1	-4%	-4%	-4	11%	7%	5%	-2.6	0%
Oc1c(Br)cc(/C=N/NC(=S)NCC2CCCO2)cc1Br (centres undefined)	-3%	-14%	?	-21%	-9%	-6%	3.7	8%
Cc1ccc(-c2nnc(SCC(=O)N(C)C)nc2-c2ccc(C)cc2)cc1	?	?	3	13%	-1%	4%	0.8	-28%
N#Cc1ccc(Oc2ccc(-c3cnc4ccccc4n3)cc2)cc1C#N	-14%	-6%	-9	2%	-10%	2%	1.4	1%
C=CCn1c(=NC(=O)c2cccs2)sc2cc(NC(C)=O)ccc21	1%	-12%	2	0%	-1%	-14%	-3.1	-15%
COc1ccc(-c2cc3nc4n(c(=O)c3s2)CCCCC4)cc1	2%	8%	-14	2%	14%	4%	-0.6	4%
O=c1c2c3c(sc2n(CCN2CCCC2)c(=O)n1Cc1ccccc1)CCCCC3	-12%	-7%	1	2%	-10%	3%	-0.1	-13%
Cc1cc(=O)cc(C)n1-c1ccc(F)cc1F	4%	-33%	0	6%	-4%	-8%	-2.6	4%
Nc1cc(=O)[nH]c(SCC(=O)NNC(=O)c2ccccc2)n1	-8%	26%	-8	-18%	-13%	14%	-0.2	5%
O=C(Nc1nnc(SCc2ccccc2)s1)c1cccc([N+](=O)[O-])c1	-12%	.	10	-33%	-4%	2%	0.1	7%
N#Cc1ccccc1CN1C(=O)S/C(=C/c2cccn2-c2cccc(C(=O)O)c2)C1=O	?	22%	?	?	?	7%	-0.9	6%
O=C(c1ccco1)n1nc(-c2cccnc2)nc1NCc1ccco1	-8%	4%	-5	4%	6%	-4%	0.8	-6%
